Assay outcomes deposited in PubChem by several laboratories.
OX1R antag – antagonists of human orexin 1 receptor. CHO/OX1R cells, Fluo-8 calcium fluorescence, orexin A. O43613. inhibition, % at 5 µM. 0.43% of 330,000 active;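 active = inhibition above its plate's threshold, mean inhibition of all tested compounds on the plate plus 3 SD, cut at about 37% in these data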;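 note: 0% = orexin A challenge wells and 100% = SB-334867-A antagonist wells; not every result past the cut was called active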
Target sequence (O43613 whole entry, looked up): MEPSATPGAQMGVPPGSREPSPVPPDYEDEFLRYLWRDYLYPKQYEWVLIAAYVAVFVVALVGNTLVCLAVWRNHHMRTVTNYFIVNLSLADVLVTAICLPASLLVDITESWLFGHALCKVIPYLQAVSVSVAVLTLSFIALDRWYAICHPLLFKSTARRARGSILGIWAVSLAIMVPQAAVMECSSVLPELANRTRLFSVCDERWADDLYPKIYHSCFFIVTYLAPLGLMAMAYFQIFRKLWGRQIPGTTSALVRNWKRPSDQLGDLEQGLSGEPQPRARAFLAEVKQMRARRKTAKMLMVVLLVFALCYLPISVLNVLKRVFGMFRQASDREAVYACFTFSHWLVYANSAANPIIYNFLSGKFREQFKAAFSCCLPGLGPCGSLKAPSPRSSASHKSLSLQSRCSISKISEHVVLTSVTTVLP
CHT PAM – human CHT allosteric activation. Q9GZV3. CHT-expressing cells, membrane potential dye, choline EC20; active compounds read high; LV-AA mutant CHT in HEK293 cells. B-score at 10 µM. 0.49% of 310,000 active. AID 488977;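 active = initial fluorescence not abnormally high and integrated response B-score, plate-corrected, over 3 SD above library mean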
Target sequence (Q9GZV3 whole entry, looked up): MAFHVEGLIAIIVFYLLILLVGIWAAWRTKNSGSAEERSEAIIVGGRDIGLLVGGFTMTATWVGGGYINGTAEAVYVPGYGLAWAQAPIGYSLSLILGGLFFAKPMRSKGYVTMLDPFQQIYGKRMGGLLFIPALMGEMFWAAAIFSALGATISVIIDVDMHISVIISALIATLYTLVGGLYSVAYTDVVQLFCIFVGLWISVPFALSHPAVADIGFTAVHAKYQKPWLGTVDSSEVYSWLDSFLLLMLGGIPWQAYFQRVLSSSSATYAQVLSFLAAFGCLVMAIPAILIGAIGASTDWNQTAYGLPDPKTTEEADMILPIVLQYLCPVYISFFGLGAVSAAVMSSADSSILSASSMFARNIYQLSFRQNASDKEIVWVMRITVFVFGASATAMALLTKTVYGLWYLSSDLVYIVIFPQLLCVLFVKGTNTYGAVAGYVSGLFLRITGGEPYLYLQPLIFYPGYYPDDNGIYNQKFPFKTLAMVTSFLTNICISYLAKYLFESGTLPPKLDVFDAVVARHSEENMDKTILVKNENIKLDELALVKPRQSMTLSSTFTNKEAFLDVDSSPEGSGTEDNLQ
Active calls of the source: *.

CCN(CCNC(=O)C1CCN(Cc2nc(-c3ccc(Cl)cc3)oc2C)CC1)c1ccccc1 was read as OX1R antag 0.5 and CHT PAM inactive.
Cc1cc(C)cc(NC(=O)C(=O)NCc2ccccn2)c1 was read as OX1R antag -4.6 and CHT PAM inactive.
Screening CC(=O)Nc1cccc(C(=O)OC(C)C(=O)NC2CCCc3ccccc32)c1 (stereo unspecified) returned OX1R antag -5.5 and CHT PAM inactive.
`CC(=O)N(C)c1ccc(NC(=O)c2ccc([N+](=O)[O-])cc2Cl)cc1` gave OX1R antag -1.6 and CHT PAM inactive.
Cc1ccc(/C=N/n2c(-c3ccccc3)n[nH]c2=S)cc1 was read as OX1R antag -1.7 and CHT PAM inactive.
Screening CC(CN1CCCC1)OC(=O)c1ccc(F)cc1 (stereo unspecified) returned OX1R antag -12.1 and CHT PAM inactive.
`COC(=O)CC1=C(C(=O)OC)C(c2ccc3c(c2Cl)OCO3)C(C#N)=C(N)O1` (stereo unspecified) gave OX1R antag -21.6 and CHT PAM inactive.
Screening CCC1(CC)C(=O)C2=C3C1[C@H](C(=O)OC)C=C(C(=O)OC)C[C@H]3n1c(=O)n(-c3ccccc3)c(=O)n1[C@H]2C (stereo partly specified) returned OX1R antag -14.6 and CHT PAM inactive.
For COc1ccc(NC(=O)CN(C)CC(=O)Nc2ccccc2SC)cc1Cl the results were OX1R antag -36.6 and CHT PAM inactive.
CC(C)(C)N1C(=O)c2ccc(C(=O)NCc3ccco3)cc2C1=O was read as OX1R antag -12.2 and CHT PAM inactive.
Screening CCOC(=O)c1ccc(NC(=O)c2cc(F)c(F)cc2Cl)cc1 returned OX1R antag -18.9 and CHT PAM inactive.
O=C1CC(N2CCN(c3ccccc3)CC2)C(=O)N1Cc1ccc(Cl)cc1 (stereo unspecified) was read as OX1R antag -24.3 and CHT PAM inactive.

Quoted at random: two compounds from above
Screening CCC1(CC)C(=O)C2=C3C1[C@H](C(=O)OC)C=C(C(=O)OC)C[C@H]3n1c(=O)n(-c3ccccc3)c(=O)n1[C@H]2C (stereo partly specified) returned OX1R antag -14.6 and CHT PAM inactive.
Screening CCOC(=O)c1ccc(NC(=O)c2cc(F)c(F)cc2Cl)cc1 returned OX1R antag -18.9 and CHT PAM inactive.

Next part
Screening COc1cc2c(c(OC)c1OC)C(c1ccc(C)cc1)CC(=O)O2 (stereo unspecified) returned OX1R antag -51.5.
For O=C(C[n+]1cc(-c2ccccc2)n2c1CCCCC2)c1ccc(Br)cc1 the results were OX1R antag -5.4 and CHT PAM inactive.
COc1ccc(OC)c(N/C(C)=C/C(=O)c2ccc(C)o2)c1 was read as OX1R antag 5.8 and CHT PAM inactive.
Screening CNS(=O)(=O)c1cccc(C(=O)OCCCOC(=O)c2cccc(S(=O)(=O)NC)c2)c1 returned CHT PAM inactive.
Cc1ccc(S(=O)(=O)Nc2cc(C)c(O)c(S(=O)(=O)c3ccc(C)cc3)c2)cc1 was read as OX1R antag -25.4 and CHT PAM inactive.
`COc1cc(OC)cc(-c2cc3ccccc3c(=O)o2)c1` gave OX1R antag -19.9.
`O=C(NCc1ccc(OC(F)(F)F)cc1)C12CN(Cc3ccccc3)CC1C(c1cccc([N+](=O)[O-])c1)=NO2` (stereo unspecified) gave OX1R antag -31.2 and CHT PAM inactive.
For CC(=O)c1ccc(NC(=O)C(C)OC(=O)C2CC(=O)N(c3ccc4c(c3)OCCO4)C2)cc1 (stereo unspecified) the results were OX1R antag -16.2 and CHT PAM inactive.
`COc1ccccc1NC(=O)CSc1nnc(-c2ccoc2C)o1` gave OX1R antag -16.9.
For CCCOc1ccc(CN(C)c2ncnc(N)n2)cc1 the results were OX1R antag -9.9 and CHT PAM inactive.
CC(C)(C)C(=O)Nc1ccc(C(=O)NCc2cccnc2)cc1 was read as OX1R antag -10.2 and CHT PAM inactive.
Screening COc1ccc(-c2noc(CN(C)C(=O)c3ccoc3C)n2)cc1 returned OX1R antag -24.4 and CHT PAM inactive.
Screening Cc1cc(=O)[nH]c(N/N=C/c2ccccc2Cl)n1 returned OX1R antag -10.2 and CHT PAM inactive.
`CCCc1nn(C(=O)c2ccccc2)c2c1C(=O)CC(C)(C)C2` gave OX1R antag -3.0 and CHT PAM inactive.
COc1ccccc1-c1nnc(SCC(=O)Nc2ccccc2)o1 was read as OX1R antag -20.7 and CHT PAM inactive.
Cc1csc(OCc2ccc(C#N)cc2)n1 was read as OX1R antag -4.2 and CHT PAM inactive.
CCc1ccc(-c2nc(CN3CCC(C(=O)N4CCN(c5ccccc5)CC4)CC3)c(C)o2)cc1 was read as OX1R antag -8.1 and CHT PAM inactive.
Cc1cc(N(C)C)c(C#N)c(NCc2ccccc2)n1 was read as OX1R antag -9.3 and CHT PAM inactive.
`Cc1ccc(NC(=O)CCC(=O)NNC(=O)C(c2ccccc2)c2ccccc2)c(C)c1` gave OX1R antag -8.6 and CHT PAM inactive.
`CC1CCN(S(=O)(=O)c2cc(F)ccc2CN2C(=O)c3cccnc3C2=O)CC1` gave OX1R antag -11.3 and CHT PAM inactive.
Cc1cc(C)cc(N(C(=O)CNC(=O)c2ccco2)C(C(=O)NC2CCCCC2)c2ccncc2)c1 (stereo unspecified) was read as OX1R antag -16.3 and CHT PAM inactive.
CC(=O)C[C@H]1c2cc(F)ccc2S(=O)(=O)N1c1ccc(N(C)C)cc1 was read as OX1R antag -7.9 and CHT PAM inactive.
For CCN1CCN(CNC(=O)c2cnccn2)CC1 the results were OX1R antag -2.7 and CHT PAM inactive.
Cc1nc(-c2ccc(Cl)cc2)sc1C1(C)CC(c2ccc([N+](=O)[O-])cc2)=NO1 (stereo unspecified) was read as OX1R antag -15.7 and CHT PAM inactive.
For CC1CCC(NC(=O)COC(=O)C2CC3CCCC(C2)C3=O)CC1 (stereo unspecified) the results were OX1R antag -21.0 and CHT PAM inactive.
For COc1cccc(NC(=O)CN(C)C(=O)c2cc(-c3ccccc3)nn2-c2ccccc2)c1 the results were OX1R antag -19.0.
`CC(NC(=O)NC(=O)c1cccc(Cl)c1)c1ccccc1` (stereo unspecified) gave OX1R antag -12.8 and CHT PAM inactive.
COc1ccc(NC(=O)CNc2ccccc2N2CCCC2=O)cc1S(=O)(=O)N1CCOCC1 was read as OX1R antag -9.2.
For CCN(C(=O)CSc1ncccc1C(=O)OC(C)C)c1cccc(C)c1 the results were OX1R antag 14.0 and CHT PAM inactive.
Screening CCCc1ccc(O)c(N=Cc2cc(Br)cc(OCC)c2O)c1 returned OX1R antag -4.6 and CHT PAM inactive.
`O=C1C2CCCN2c2ccc(S(=O)(=O)N3CCOCC3)cc2N1Cc1ccccc1F` (stereo unspecified) gave OX1R antag -12.8 and CHT PAM inactive.
CC(OC(=O)CCc1nc2ccccc2c(=O)[nH]1)C(=O)Nc1ccc2c(c1)OCO2 (stereo unspecified) was read as OX1R antag -2.4 and CHT PAM inactive.
For C=CCn1c(N)c(C(=O)NCc2ccco2)sc1=S the results were OX1R antag -1.8 and CHT PAM inactive.
CCOC(=O)c1ccc(N/C=C/C(=O)c2ccc(OC)c(OC)c2)cc1 was read as OX1R antag -29.7 and CHT PAM inactive.
Screening CC(C(=O)O)c1cccc(C(=O)c2ccccc2)c1 (stereo unspecified) returned OX1R antag -12.2 and CHT PAM inactive.
Screening CC1(C)Cc2ccccc2C2=NNC(=O)C2=N1 returned OX1R antag -6.5 and CHT PAM inactive.
O=C(CNC(=O)c1ccc(Oc2ccccc2)cc1)OC1CCCCC1=O (stereo unspecified) was read as OX1R antag 0.7 and CHT PAM inactive.
For O=C1OC[C@@H]2CCCN2C(=O)[C@@H](CC(=O)N(CCO)Cc2ccccc2)C/C=C\C[C@H]1Cc1ccc(F)cc1 the results were OX1R antag 1.9.
COc1cccc(NC(=O)COC(=O)CCn2c(C)csc2=O)c1 was read as OX1R antag -21.4 and CHT PAM inactive.
CN1CCN(S(=O)(=O)c2cccc(C(=O)NC3CCCc4ccccc43)c2)CC1 (stereo unspecified) was read as OX1R antag -23.7 and CHT PAM inactive.
COc1ccccc1CNC(=O)CSc1nnc2c(n1)[nH]c1ccc(F)cc12 was read as OX1R antag 6.2 and CHT PAM inactive.
For O=C(NNC(=O)c1cc(Cl)ccc1O)c1ccc(NS(=O)(=O)c2cccs2)cc1 the results were OX1R antag -13.2 and CHT PAM inactive.
`COc1ccc(O)c(CN2CCC(n3nccc3NC(=O)C3CCCC3)CC2)c1` gave OX1R antag -16.5 and CHT PAM inactive.
`CCOC(=O)Cc1nnc2c(Nc3ccccc3F)nc3nonc3n12` gave OX1R antag 0.3 and CHT PAM inactive.
Screening C=CCOc1cccc(C2/C(=C(/O)c3ccc(C)cc3)C(=O)C(=O)N2CCN2CCOCC2)c1 (stereo unspecified) returned OX1R antag -26.6 and CHT PAM inactive.
Screening COc1ccc(CNC(N)=O)cc1OC returned OX1R antag 0.2 and CHT PAM inactive.
`NC(=O)c1nsc(C(=O)N(c2ccc3c(c2)OCO3)C(C(=O)NCC2CCCO2)c2ccc(F)cc2)c1N` (stereo unspecified) gave OX1R antag -25.2 and CHT PAM inactive.
Cc1cccc(OCc2nnc(SCC(=O)Nc3cccc(C(=O)N4CCOCC4)c3)o2)c1C was read as OX1R antag -29.9 and CHT PAM inactive.
Cc1ccc(C)c(NC(=O)CN(C)C(=O)CSCc2c(C)noc2C)c1 was read as OX1R antag -18.3 and CHT PAM inactive.
Screening O=C(OCc1cn(-c2ccc(Cl)cc2)nn1)c1ccccc1 returned OX1R antag 2.0 and CHT PAM inactive.
`CCN(Cc1ccccc1)C(=O)CCS(=O)(=O)c1ccc2c(c1)NC(=O)CO2` gave OX1R antag -22.2 and CHT PAM inactive.
`CCCCN1C(=O)c2ccc(C(=O)Nc3c(N)n(CCCC)c(=O)n(C)c3=O)cc2C1=O` gave OX1R antag -31.1 and CHT PAM inactive.
For O=C(NCC(=O)N(CCN1CCOCC1)C(C(=O)NC1CCCC1)c1ccccc1)c1cccs1 (stereo unspecified) the results were OX1R antag -6.8 and CHT PAM inactive.
CCOC(=O)Nc1ccc(S(=O)(=O)NC2CCCCC2)cc1 was read as OX1R antag -10.3 and CHT PAM inactive.
CC(NC(=O)CN(C)CC(=O)Nc1ccc(Cl)c(C(F)(F)F)c1)c1ccccc1 (stereo unspecified) was read as OX1R antag -13.5 and CHT PAM inactive.
O=C(NC1CCSc2ccccc21)c1ccccc1F (stereo unspecified) was read as OX1R antag -17.6 and CHT PAM inactive.
`CC(=O)NC(CC(=O)OCC(=O)NCCc1ccccc1)c1ccccc1` (stereo unspecified) gave OX1R antag -4.8 and CHT PAM inactive.
For NC(=O)CNC(=O)[C@@H]1CC2(CC(c3cccc([N+](=O)[O-])c3)=NO2)CN1C(=O)c1ccccc1 (stereo partly specified) the results were OX1R antag -6.7 and CHT PAM inactive.
CCn1c(=O)n(CC(=O)NC2CCCC(C)C2C)c(=O)c2ccccc21 (stereo unspecified) was read as OX1R antag -23.0 and CHT PAM inactive.
For CCC(=O)N(Cc1cc2ccccc2[nH]c1=O)c1ccc(OC)cc1 the results were OX1R antag -23.2 and CHT PAM inactive.

Filtered by structure: the compounds so far with a cyano group (3)
`COC(=O)CC1=C(C(=O)OC)C(c2ccc3c(c2Cl)OCO3)C(C#N)=C(N)O1` (stereo unspecified) gave OX1R antag -21.6 and CHT PAM inactive.
Cc1csc(OCc2ccc(C#N)cc2)n1 was read as OX1R antag -4.2 and CHT PAM inactive.
Cc1cc(N(C)C)c(C#N)c(NCc2ccccc2)n1 was read as OX1R antag -9.3 and CHT PAM inactive.

Next part:
For COc1ccc(-c2nnc3sc(C4CCCCC4)nn23)cc1OC the results were OX1R antag -26.3 and CHT PAM inactive.
`COc1cc(NC(=O)c2c(F)cccc2F)c(Cl)cc1Cl` gave OX1R antag -34.9 and CHT PAM inactive.
Screening CC(NC(=O)NC1CCCCC1)C(c1cccs1)N1CCN(Cc2ccccc2)CC1 (stereo unspecified) returned OX1R antag -35.6 and CHT PAM inactive.
`CCN(Cc1ccncc1)C(=O)c1cc(COc2c(F)cccc2F)on1` gave OX1R antag -20.4 and CHT PAM inactive.
Screening CC1(C)Cc2nc3sc4c(SCC(=O)NCc5ccco5)ncnc4c3cc2CO1 returned OX1R antag -16.6 and CHT PAM inactive.
For OC(CNCC1CCCCC1)COc1ccccc1 (stereo unspecified) the results were OX1R antag -15.4 and CHT PAM inactive.
Screening O=C(c1n[nH]c(=O)c2ccccc12)N1CCN(c2ccccc2Cl)CC1 returned OX1R antag -31.2 and CHT PAM inactive.
Screening COc1ccccc1C(=O)NNC(=O)c1sccc1-n1cccc1 returned OX1R antag -9.0 and CHT PAM inactive.
Cc1nc(CCNC(=O)c2ccccc2)cs1 was read as OX1R antag 9.6 and CHT PAM inactive.

Compounds from the list above with an NH in an aromatic ring, in the order listed:
Cc1ccc(/C=N/n2c(-c3ccccc3)n[nH]c2=S)cc1 was read as OX1R antag -1.7 and CHT PAM inactive.
Screening Cc1cc(=O)[nH]c(N/N=C/c2ccccc2Cl)n1 returned OX1R antag -10.2 and CHT PAM inactive.
CC(OC(=O)CCc1nc2ccccc2c(=O)[nH]1)C(=O)Nc1ccc2c(c1)OCO2 (stereo unspecified) was read as OX1R antag -2.4 and CHT PAM inactive.
COc1ccccc1CNC(=O)CSc1nnc2c(n1)[nH]c1ccc(F)cc12 was read as OX1R antag 6.2 and CHT PAM inactive.
For CCC(=O)N(Cc1cc2ccccc2[nH]c1=O)c1ccc(OC)cc1 the results were OX1R antag -23.2 and CHT PAM inactive.
Screening O=C(c1n[nH]c(=O)c2ccccc12)N1CCN(c2ccccc2Cl)CC1 returned OX1R antag -31.2 and CHT PAM inactive.
